# Bioassay records (PubChem)
# TDP1 inh: TDP1 (human) enzyme inhibition | AID 485290 | actives 0.28% (n = 350,000) | recombinant TDP1, AlphaScreen DNA substrate cleavage | Potency, µM (highest dose often 130 µM), without a hit: at the highest dose activity change, negative = inhibition, actives largely listed as inhibitors | Q9NUW8; also: nearly all actives have a fitted effect of over 40% in size
# Target sequence (Q9NUW8 whole entry, looked up): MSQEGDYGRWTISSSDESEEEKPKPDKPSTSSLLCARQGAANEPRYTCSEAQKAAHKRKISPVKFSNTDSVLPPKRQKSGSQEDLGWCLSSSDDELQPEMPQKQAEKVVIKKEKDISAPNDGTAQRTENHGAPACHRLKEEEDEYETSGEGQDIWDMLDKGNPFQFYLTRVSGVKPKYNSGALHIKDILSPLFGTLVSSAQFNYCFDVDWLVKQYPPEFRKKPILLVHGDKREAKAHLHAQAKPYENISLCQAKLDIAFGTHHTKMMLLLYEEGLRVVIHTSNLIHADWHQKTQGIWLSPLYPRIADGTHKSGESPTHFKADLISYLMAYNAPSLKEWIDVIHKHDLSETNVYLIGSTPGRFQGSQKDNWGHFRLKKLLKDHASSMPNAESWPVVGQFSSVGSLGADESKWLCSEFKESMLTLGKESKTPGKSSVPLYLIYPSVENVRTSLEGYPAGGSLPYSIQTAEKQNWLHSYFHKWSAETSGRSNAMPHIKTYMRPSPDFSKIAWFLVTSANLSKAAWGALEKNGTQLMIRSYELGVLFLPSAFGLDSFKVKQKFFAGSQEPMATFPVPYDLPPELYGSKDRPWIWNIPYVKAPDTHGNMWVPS
#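 Compounds were preincubated with Tdp1 (1 nM final) for 15 min at room temperature before substrate (15 nM final) started a 5 min reaction; beads (10 ug/ml final) were then added for 10 min before AlphaScreen detection.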
# DT40 TDP1 CPT: DT40-hTDP1 cell growth loss with CPT; Potency, µM (top dose mostly 46.2 µM), for the others: top-dose activity change, negative = growth inhibition, hits mostly inhibitors; chicken DT40 Tdp1-/-;hTDP1 cells + 20 nM CPT, ATP luminescence, 48 h; actives 12% (n = 420,000); also: nearly all actives have a fitted effect of over 55% in size
#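 Chicken DT40 Tdp1-/- cells complemented with human TDP1, 400 cells/well, exposed to compounds plus 20 nM camptothecin for at least 48 h at 37 C; viability read as ATP content by CellTiter-Glo luminescence.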
# DT40 TDP1 no CPT: qHTS for Inhibitors of human tyrosyl-DNA phosphodiesterase 1 (TDP1): qHTS in cells in absence of CPT; DT40 Tdp1-/- hTDP1 cells, no CPT, ATP luminescence, 48 h; Potency, µM (titrated, usually from 46.2 µM), for the others: at the highest dose activity change, negative = growth inhibition, hits mostly inhibitors; actives 15% (n = 420,000); AID 686978, 2013; also: nearly all actives have a fitted effect of over 55% in size
#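 No-CPT arm: Tdp1-/-;hTDP1 DT40 cells (400/well) plus compounds, incubated ≥48 hr at 37 °C. Readout CellTiter-Glo luminescence.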
# * marks the source's active call; other numbers are inactive results; u = inconclusive; x = not tested or not shown; [ ] = dose if it differs, or a comment. Calls follow the shape of the dose curve; as a rule, active = well fitted curve in the direction sought with a large enough effect; inconclusive = small, poorly fitted or top-dose-only effect, or another doubt; inactive = no such curve, though single readings can be large; an effect the other way counts as inactive or inconclusive. % is scaled to controls: 0 for no effect and ±100 for the full control effect; potency is read from the fitted curve at half-maximal effect.
# The line under a structure holds: TDP1 inh, DT40 TDP1 CPT, DT40 TDP1 no CPT
Cc1cc(C)c(NC(=O)CSc2nc3ccccc3c(=O)n2CCCN2CCOCC2)c(C)c1
→ 0.9%, u, u
Cc1ccc(NC(=O)c2ccc3c(c2)C(=O)N(c2cc(C)ccc2C)C3=O)nc1
→ 2.5%[56.1 µM], u, -11.1%
Cc1ccc(NC(=S)NC2CCSc3ccccc32)cc1C (configuration not stated)
→ 6.2%, 16.4µM*, u
CN1/C(=C\C=N\NC(=O)c2cccnc2)C(C)(C)c2ccccc21
→ -2.6%, -4.0%, u
COc1ccc(CNC(=O)c2cc(-n3cnnc3)ccc2Cl)cc1
→ -2.3%, -15.8%, -6.1%
Cc1ccc(S(=O)(=O)N(C)C)cc1NC(=O)COC(=O)/C=C/c1ccc2c(c1)OCO2
→ 2.6%, 2.3%, u
CC(C)(C)SCCNC(=O)c1ccc(NS(C)(=O)=O)cc1
→ 4.3%, -0.1%, 9.1%
COc1ccc(-c2cc(-c3n[nH]c(=S)n3-c3cccc4ccccc34)[nH]n2)cc1
→ 8.1%, 9.8%, -1.0%
COc1cc(SC)ccc1C(=O)NCc1ccccc1
→ 1.8%, -18.0%, -26.2%
Cc1ccc(NC(=O)C2CC(=O)N(CCc3ccccc3)C2)cc1Cl (configuration not stated)
→ 1.9%, -27.3%, -0.5%
Cc1ccc(/C=C/C2=NN(Cc3ccccc3)C(=O)CC2)cc1
→ 0.0%, -27.7%, u
Cc1ccccc1C(=O)Oc1ccc2ccc(O)cc2c1
→ x, -13.1%, -7.0%
COC(=O)c1ccccc1NC(=O)CS(=O)(=O)Cc1nc(-c2ccc(C)cc2)oc1C
→ 4.9%, u, -28.7%
COc1ccccc1C(=O)NC(=O)COC(=O)c1cnccn1
→ x, -3.8%, 7.0%
CCc1ccc(OCC(=O)N/N=C/c2ccc(OS(=O)(=O)c3ccc(C)cc3)c(OC)c2)cc1
→ 2.7%, -0.5%, 7.2%
CCOC(=O)c1ccc2c(c1)n(CC)c(/C=C/Nc1ccccc1)[n+]2CC
→ 4.1%, 18.4µM*, 11.6µM*
CCOc1ccc(NC(=O)CN2CCN(c3ccccc3C)CC2)cc1S(=O)(=O)N1CCCC1
→ 1.3%, u, u
O=C(c1ccc(F)cc1)C1CCN(CCCCc2ccccc2)CC1
→ 7.8%[56.1 µM], u, 26.6µM*
O=C(NCCc1ccccn1)c1ccc(OC2CCN(Cc3ccccn3)CC2)cc1
→ 1.0%, 0.3%, -4.0%
Cc1c(OC(C)C(=O)NCCN2CCOCC2)ccc2c3c(c(=O)oc12)CCC3 (configuration not stated)
→ 3.3%, -11.2%, -7.7%
Cn1cc(S(=O)(=O)NCc2ccc(F)cc2)c(=O)n(C)c1=O
→ -2.9%, -13.0%, 3.1%
COc1cc(NS(=O)(=O)c2ccc(Nc3nc(-c4ccccc4)cs3)cc2)nc(OC)n1
→ 10.5%, -4.6%, -1.0%
CCN(CC)c1ccc(C(=O)N/N=C(\C)c2ccc(O)cc2)cc1
→ 6.7%, -24.2%, u
C[C@@H](NC(=O)C(=O)c1c[nH]c2ccccc12)c1ccccc1
→ x, -15.6%, u
Cc1ccc(-n2nc(C)c3c2C(Br)C(C)(C)CC3=O)nc1 (configuration not stated)
→ x, u, -33.1%
Cc1cnc(NC(=O)c2cc(-c3ccccc3)nn2-c2ccccc2)s1
→ x, -2.5%, -21.4%
O=C(CC1CCCC1)OCn1nnc2ccccc2c1=O
→ -1.0%, -1.2%, -5.0%
O=C(C1CCC(=O)N(C2CCCCCC2)C1)N1CCN(c2ccccc2Cl)CC1 (configuration not stated)
→ 3.2%, u, 20.6µM*
Cc1cc(NC(=O)CSc2nnc(C)c(=O)[nH]2)no1
→ 1.0%, -1.1%, -2.6%
O=C(CC1C(=O)NCCN1Cc1ccccc1C(F)(F)F)NCCc1ccccn1 (configuration not stated)
→ -2.6%, -13.5%, -9.9%
O=C1C(=O)N(Cc2ccccc2)C(=O)N1CCOc1ccccc1
→ 2.7%, u, u
CCO/C=C1\C(=O)N(c2ccccc2)C(=O)c2ccccc21
→ -5.3%, -12.9%, -19.0%
O=C(O)c1cc(N/N=C/c2ccc(-c3ccc(F)cc3)o2)ccc1Cl
→ 0.4%, 3.7%, -0.1%
O=c1[nH]c(N2CCOCC2)nc2ncn(Cc3ccccc3)c12
→ 1.1%, 3.7%, 8.9%
CCOC(=O)c1[nH]c(C)c(C(=O)OCC(=O)NCc2ccc(Cl)cc2)c1C
→ 0.2%, -14.5%, -17.3%
CCCCn1c(-c2sccc2C)n[nH]c1=S
→ 3.0%, 7.6%, u
O=C(N/N=C/c1ccc(O)c(O)c1O)/C(=C/c1ccc([N+](=O)[O-])cc1)NC(=O)c1ccccc1
→ 12.4%, 4.61µM*, 5.8µM*
CC(C)(C)NC(=O)COc1ccc(CNCCc2ccccc2)cc1
→ 5.5%, -21.7%, -25.8%
Cn1c(=O)cnc2cnc(Nc3ccccc3)nc21
→ x, u, u
CSc1nsc(SCC(=O)Nc2ccc(O)c(C(=O)O)c2)n1
→ 0.4%, -11.1%, 21.2%
CC1CCN(C(=O)COc2ncnc3ccccc23)CC1
→ 2.4%, 4.3%, 5.7%
COc1cccc(CNC(=O)C2CCN(S(=O)(=O)c3c(C)nn(C)c3C)CC2)c1
→ 1.0%, 6.0%, 4.2%
CC(=O)Nc1ccc(S(=O)(=O)Nc2ccccc2C(=O)NCc2cccnc2)cc1
→ 9.5%, -1.6%, -2.9%
CC1CCC2(CC1)NC(=O)N(CC(=O)N(Cc1ccccc1)C(C)(C)C)C2=O (configuration not stated)
→ 1.9%, -21.0%, u
COc1ccc(CCNC(=O)Cc2cc(=O)[nH]c(=O)[nH]2)cc1OC
→ 4.9%, 3.4%, 7.8%
CCCN1CCN(C2CCCCC2NS(=O)(=O)c2ccc(Cl)cc2)CC1 (configuration not stated)
→ -3.5%, -20.9%, 2.2%
Cn1c(=O)c2c(nc(CCc3ccccc3)n2C)n(C)c1=O
→ x, -27.2%, -18.8%
Cc1ccc(CNC(=O)CSc2nc3ccccc3c(=O)n2CCCO)cc1
→ 5.3%, -19.3%, -23.7%
C/C(=N\NC(=O)c1nnn(-c2nonc2N)c1C)c1ccc(OCc2ccccc2)cc1
→ 3.0%, -0.6%, -22.7%
CC(=O)c1ccc(-c2ccc(C(=O)N3CCCc4ccccc43)o2)cc1
→ 1.2%, u, u
COCCN(C(=O)COC(=O)c1cccnc1Cl)c1c(N)n(Cc2ccccc2)c(=O)[nH]c1=O
→ 2.3%, 14.3%, -7.3%
Cc1nn(CCc2nn[nH]n2)c2nc(-c3ccc(Br)cc3)cc(C(F)(F)F)c12
→ 3.8%, -1.1%, u
Cc1ccc(C)c(Sc2ccc(NC(=O)CCN3C(=O)NC4(CCCC4)C3=O)cc2)c1
→ -6.6%, u, u
Cc1ccc(S(=O)(=O)N(C)C)cc1NC(=O)c1ccccc1Br
→ 0.0%, 9.4%, -10.6%
CCn1cc(S(=O)(=O)c2cccc(C)c2)c(=O)c2cc(F)c(N3CCCC(C)C3)cc21 (configuration not stated)
→ 6.2%, u, -6.5%
CCCc1cc(=O)[nH]c2nnc(SCC(=O)Nc3ccc4c(c3)OCCO4)n12
→ 0.2%, 2.9%, -3.4%
Cc1ccc(-n2nc3c(=O)n(C(C)C(=O)NCCC4=CCCCC4)nc(C)c3c2C)cc1 (configuration not stated)
→ 3.5%, u, u
Cc1ccc(/C=C/C(=O)NCc2cccs2)cc1
→ 3.1%, u, -25.6%
CCSc1nnc(NC(=O)C2CCN(S(=O)(=O)c3cc(C(F)(F)F)ccc3Cl)CC2)s1
→ 0.0%, -16.4%, u
CN(C[C@H](Cc1ccccc1)N(CCN(CCc1ccccc1)N=O)N=O)N=O
→ 2.6%, u, u

# More compounds
# The line under a structure holds: TDP1 inh, DT40 TDP1 CPT, DT40 TDP1 no CPT
COc1cc(/C=C/C(=O)O)cc(S(=O)(=O)NCc2ccc3c(c2)OCO3)c1OC
→ 0.0%, u, u
COc1cc2[nH]cc(C(=O)NCc3cccs3)c(=O)c2cc1OC
→ x, -10.3%, -15.9%
c1ccc2c(c1)oc1c(-c3ccc4nccn4c3)cccc12
→ x, u, u
COc1ccc(NC(=O)Cn2c(=O)c(C)nc3ccccc32)cc1Cl
→ 4.7%, 6.2%, -3.7%
Cc1ccc2c(c1)C(=O)C(=O)N2CCCOc1ccccc1
→ 3.6%, 1.03µM*, 2.06µM*
COc1cccc(NC(=O)Nc2nnc(-c3ccccc3SCc3ccccc3)s2)c1
→ -3.0%, u, u
Cc1[nH]n(-c2nc(-c3ccccc3F)cc(=O)[nH]2)c(=O)c1CCO
→ 5.5%, -4.4%, -5.2%
O=C(Nc1onc2c1CCCC2)c1ccc(Cl)cc1
→ 2.5%, -4.8%, -23.3%
O=C(C1CCCN(S(=O)(=O)c2cccc3nsnc23)C1)N1CCc2ccccc2C1 (configuration not stated)
→ 3.8%, u, 23.1µM*
CCCOC(=O)Nc1c(C)cccc1C(C)C
→ -2.7%, -4.6%, 18.0%
CC1=C(CCC(=O)O)c2cc3nc(cc4[nH]c(cc5[nH]c(cc1n2)c(C)c5C(C)O)c(C)c4C(C)O)C(C)=C3CCC(=O)O (configuration not stated)
→ 15.8µM*, 22.9%, 16.7%
Nc1ccccc1-c1nc2ccncc2[nH]1
→ x, -25.7%, 5.9%
O=S(=O)(c1ccccc1)N1CCN(c2nc(-c3cccnc3)nc3ccccc23)CC1
→ 6.9%, u, 20.6µM*
CCCCc1cc(=O)oc2cc(OC(C)C(=O)NCC3CCC(C(=O)O)CC3)c(Cl)cc12 (configuration not stated)
→ x, -23.0%, -20.1%
CCc1ccccc1NC(=S)N(Cc1ccc(OC)cc1)CC1CCC(C(=O)O)CC1 (configuration not stated)
→ 5.4%, u, -15.2%
Cc1ccc(Cl)cc1NCN1C(=O)c2ccccc2C1=O
→ x, -1.1%, 1.5%
OC(CN1CCOCC1)c1ccc(F)cc1 (configuration not stated)
→ -1.2%, 4.6%, -5.6%
O=C(Nc1ccc(S(=O)(=O)N2CCC(c3nc4ccccc4s3)CC2)cc1)c1ccccc1F
→ 0.0%, u, u
Cc1ccc(NC(=O)COC(=O)c2ccc(=O)n(Cc3ccccc3)n2)cc1F
→ 0.0%, 10.4%, -1.3%
COc1cc(C(=O)Nc2c(C(=O)Nc3ccccc3F)oc3ccccc23)cc(OC)c1OC
→ -1.3%, 5.17µM*, 4.11µM*
Cc1ccccc1NCC(=O)N=Nc1c(O)[nH]c2ccc([N+](=O)[O-])cc12
→ 5.5%, u, u
CCNC(=O)NC(=O)C(C)OC(=O)c1cccnc1SC (configuration not stated)
→ x, -0.1%, 2.4%
COC(=O)c1ccc(NC(=O)CNCc2ccncc2)cc1
→ -6.9%, u, u
Nc1nc(N)c(N=Nc2ccccc2)c(=O)[nH]1
→ x, 20.6µM*, 5.8µM*
O=C(Nc1ccc(Cl)cc1)N1CCOC12CCC1(CC2)OCCO1
→ 0.0%, 1.5%, -12.5%
O=C(NCC1CCCO1)[C@@H]1CSC2c3ccccc3C(=O)N21 (some centres not stated)
→ 2.1%, -17.0%, -1.5%
COc1cccc(C(=O)Nc2cccc(NC(C)=O)c2)c1
→ 1.0%, -5.3%, -1.3%
OC[C@H]1O[C@@H](n2cnc3cncnc32)[C@H](O)[C@@H]1O
→ 9.9%[56.1 µM], 0.259µM*, 0.461µM*
COc1ccccc1C#CC1=CC(=O)C[C@H](c2ccc(F)cc2)C1
→ x, 14.6µM*, 16.4µM*
CC(C)n1cnc2cc(NCc3ccccc3O)ccc21
→ x, -5.9%, -12.3%
CC(C)CSc1ncnc2c1oc1nc3c(cc12)COC(C)(C)C3
→ -2.0%, 0.5%, -2.5%
COCCN1CN(S(=O)(=O)c2ccccc2)c2nc3ccccc3nc21
→ -12.0%, -15.8%, -26.5%
Cc1ccc(CNC(=O)CCn2cc(-c3ccc(C)cc3)nc2-c2ccncc2)cc1
→ x, u, u
COc1cccc(NC(=S)Nc2ccc(F)cc2)c1
→ 1.9%, -17.5%, -25.9%
CN(CCOc1ccccc1)C(=O)CCc1nc2sc3c(c2c(=O)[nH]1)CCCC3
→ -11.6%, u, u
CCn1c(SCC(N)=O)nc2cc(S(=O)(=O)N3CCOCC3)ccc21
→ 5.1%, -26.1%, -2.6%
N#C/C(=C/c1ccc(O)c(O)c1)c1nc2ccccc2[nH]1
→ x, u, u
Cc1ccc(-n2nnnc2-c2cnn(-c3cccc(F)c3)c2C(F)(F)F)cc1
→ -2.5%, u, -27.5%

# Of the compounds above, two contain a nitro group on carbon.
# The line under a structure holds: TDP1 inh, DT40 TDP1 CPT, DT40 TDP1 no CPT
O=C(N/N=C/c1ccc(O)c(O)c1O)/C(=C/c1ccc([N+](=O)[O-])cc1)NC(=O)c1ccccc1
→ 12.4%, 4.61µM*, 5.8µM*
Cc1ccccc1NCC(=O)N=Nc1c(O)[nH]c2ccc([N+](=O)[O-])cc12
→ 5.5%, u, u
